# From PubChem
# A3G deaminase – inhibitors of human APOBEC3G DNA deaminase. Q9HC16. recombinant A3G, ssDNA deamination FAM/TAMRA fluorescence. inhibition, % at 20 µM. 0.28% of 330,000 active. AID 493012;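 active = inhibition of at least 40% at 20 µM, with no more than 30% in the related APOBEC3A deaminase screen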;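 also: plate controls were DMSO wells with A3G for no effect and wells lacking A3G enzyme for full effect; some compounds called inactive have numbers as strong as hits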
# Target sequence (Q9HC16 whole entry, looked up): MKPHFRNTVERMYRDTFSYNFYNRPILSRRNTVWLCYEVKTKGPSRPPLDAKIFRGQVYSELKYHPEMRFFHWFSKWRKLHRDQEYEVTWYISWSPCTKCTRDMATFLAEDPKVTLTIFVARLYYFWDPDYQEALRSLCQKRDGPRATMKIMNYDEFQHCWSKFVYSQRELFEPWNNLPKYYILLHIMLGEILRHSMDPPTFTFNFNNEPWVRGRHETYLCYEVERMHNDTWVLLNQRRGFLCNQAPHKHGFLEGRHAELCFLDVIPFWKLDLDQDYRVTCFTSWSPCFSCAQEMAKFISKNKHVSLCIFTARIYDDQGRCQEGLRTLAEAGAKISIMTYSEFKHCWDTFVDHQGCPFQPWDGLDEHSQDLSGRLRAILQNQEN
# NALP3 yeast inh – inhibitors of NALP3 inflammasome in yeast; Yeast reconstituted NLRP3/ASC/caspase-1, beta-gal luminescence, 24 h; inhibition, % at 10 µM; 0.39% of 330,000 active; AID 2825;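 active = inhibition of 50% or more; inactive = inhibition below 50%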;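 also: plate controls were induced DMSO wells for no effect and uninduced yeast grown without galactose for full effect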
# mIAP inh – mouse IAP inhibition. purified mouse IAP, CDP-Star luminescence, 30 min. inhibition, % at 10 µM. 0.2% of 330,000 active;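 active = inhibition of at least 40% at 10 µM in the primary screen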;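 also: plate controls were DMSO with enzyme for no effect and no enzyme wells for full effect; values of inactives mirror those of a sister screen read the other way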
# SENP1 FRET inh – blocks the human SENP1 SUMO protease catalytic domain | recombinant SENP1 catalytic domain, CyPet-SUMO1-YPet FRET cleavage | AID 624204 | inhibition, % at 10 µM | Q9P0U3 | 0.21% of 360,000 active;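 active = inhibition at least 30% at 10 µM, raw YFP signal under a set limit, fluorescence ratio 0.5 to 1.5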;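 also: 0% = enzyme with DMSO and 100% = no enzyme wells; some results filed as inactive read as strong as hits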
# Target sequence (Q9P0U3 419-644 limits assumed): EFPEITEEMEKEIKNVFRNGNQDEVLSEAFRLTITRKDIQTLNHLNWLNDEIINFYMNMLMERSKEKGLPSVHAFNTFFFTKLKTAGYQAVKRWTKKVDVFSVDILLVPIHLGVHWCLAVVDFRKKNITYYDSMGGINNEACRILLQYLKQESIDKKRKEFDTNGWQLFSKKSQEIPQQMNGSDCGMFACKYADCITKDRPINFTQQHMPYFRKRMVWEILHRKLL
#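 system = hSENP1 catalytic domain, recombinant | reagent = SFCypet-SUMO1-SFYpet substrate at 25 nM | doses = one dose per compound, 10 µM, 0.5% DMSO | incubation = enzyme reaction for 50 min at room temperature, dark | measured by = FRET, CFP and YFP emission | controls = no-enzyme low, enzyme-DMSO high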
# hIAP activ – human IAP activation | activation factor at 10 µM | P09923 | 0.16% of 330,000 active | purified human IAP, CDP-Star luminescence, 30 min; hits give high values; 1 = vehicle-only enzyme, 0 = enzyme-free background;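 active = activation factor of the enzyme at least 2-fold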; also: the source names both 10 and 20 µM as test concentration; values of inactives mirror those of a sister screen read the other way
# APOBEC3A inh – inhibitors of human APOBEC3A DNA deaminase. P31941. recombinant A3A, FAM/TAMRA ssDNA deamination fluorescence. inhibition, % at 20 µM. 0.41% of 330,000 active;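 active = at least 40% inhibition at 20 µM here, with at most 30% in a related deaminase screen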;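 also: plate controls were A3A with DMSO for no effect and wells lacking A3A enzyme for full effect; some results filed as inactive read as strong as hits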
# Target sequence (P31941 whole entry, looked up): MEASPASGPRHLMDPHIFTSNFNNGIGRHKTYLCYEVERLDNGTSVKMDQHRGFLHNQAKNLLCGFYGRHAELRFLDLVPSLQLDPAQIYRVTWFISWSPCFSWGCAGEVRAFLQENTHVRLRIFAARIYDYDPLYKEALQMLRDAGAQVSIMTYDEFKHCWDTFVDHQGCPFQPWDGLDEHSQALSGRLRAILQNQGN
# MIN6 prolif – induces beta-cell replication in MIN6 cells; MIN6 cells proliferation, ATPlite luminescence, 48 h; cells starved in 0.2% serum; 100% = growth in 10% serum; proliferation, % at 10 µM; 0.29% of 330,000 active; AID 2380;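 active = compounds whose signal lies at least 3.5 SD above the mean of all wells on their plate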;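 also: 0% = DMSO-treated cells in low-serum medium and 100% = 10% serum control; some compounds called inactive have numbers as strong as hits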
# hIAP block – human IAP inhibition; AID 2544; purified IAP, CDP-Star luminescence, 30 min; 0.12% of 330,000 active; inhibition, % at 10 µM; P09923;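 active = inhibition reaching a set limit with compound at 10 µM in the primary screen, cut at about 35% in these data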;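 also: plate controls were DMSO wells with enzyme for no effect and no-enzyme buffer wells for full effect; values of inactives mirror those of a sister screen read the other way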
# mIAP activ – increases mouse intestinal alkaline phosphatase activity; muIAP, CDP-Star luminescence, 30 min; hits give high values; 1 = vehicle-only enzyme signal, 0 = enzyme-free wells; activation factor at 10 µM; 0.24% of 330,000 active; AID 2805;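 active = activation factor of at least 2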; also: the source names both 10 and 20 µM as test concentration; values of inactives mirror those of a sister screen read the other way
#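 Assay system: mouse IAP enzyme; reagent: chemiluminescent substrate CDP-Star; dosing: test compounds delivered from DMSO solution; schedule: 30 min at room temperature; measured by: luminescence from enzymatic CDP-Star hydrolysis; controls: DMSO-only wells and no-enzyme negative control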
# * hit, by the source's call; . = no result given. Some of the compounds tested; the hit share may differ from the screen's.
SMILES,A3G deaminase,NALP3 yeast inh,mIAP inh,SENP1 FRET inh,hIAP activ,APOBEC3A inh,MIN6 prolif,hIAP block,mIAP activ
O=S(=O)(Nc1ccc(-c2nc3cccnc3s2)cc1)c1ccccc1F,0.3,11.0,5.0,-54.4,0.983,-2.9,-1.5,1.7,0.95
Cc1ccc(C(=O)N2CCc3ccccc32)o1,-0.4,40.9,10.8,1.1,0.931,0.2,-2.9,6.9,0.892
CC1CCN(CCCOc2ccc(OCc3ccccc3)cc2)CC1,1.2,29.0,8.7,0.5,0.795,0.5,-3.5,20.5,0.913
CCCCC1=CC2=C(c3ccco3)C(=O)C(C)(OC(=O)c3ccc(OC)cc3)C(=O)C2=CN1CCOC (stereo not given),-3.0,14.5,5.7,37.9,0.985,0.2,-4.9,1.5,0.943
COc1ccc(-c2cc(C(F)(F)F)nc(-n3cc(Br)cn3)n2)cc1,-5.1,17.8,10.2,2.0,0.92,-3.1,-4.0,8.0,0.898
COc1ccc(NC(=O)C2=C(C)NC(=S)NC2c2ccc(O)c(OC)c2)cc1 (stereo not given),-2.9,4.8,0.8,0.2,1.11,-2.2,-4.2,-11.0,0.992
COc1ccc(/C=C\C(=O)O[C@@H]2C(O)C(O[C@@H]3OC(C)[C@H](O[C@@H]4OCC(O[C@H]5O[C@H](CO)[C@@H](O)C(O)C5O)C(O)C4O)C(O)C3O)[C@H](OC(=O)[C@]34CCC(C)(C)C[C@@H]3C3=CCC5[C@@]6(C)CC(O)C(O[C@@H]7OC(CO)C(O)[C@H](O)[C@H]7O)[C@@](C)(C(=O)O)C6CC[C@@]5(C)[C@]3(CO)CC4)O[C@H]2C)cc1 (stereo not given in full),-8.5,26.1,-3.9,0.7,1.12,-3.7,-3.4,-12.1,1.04
CNC(=O)c1ccccc1NC(=O)c1c(O)c2c([nH]c1=O)CCCC2,-2.2,11.0,-7.1,-0.4,0.942,-1.8,0.0,5.8,1.07
Cc1nc2c([N+](=O)[O-])c(C)c(C)cc2[nH]1,2.3,16.9,4.4,2.0,0.864,1.4,0.6,13.6,0.956
CCN(Cc1ccncc1)C(=O)c1cccs1,4.3,12.1,-2.5,-2.5,0.969,7.9,-1.8,3.1,1.02
O=S(=O)(c1ccc(SCc2ccccc2F)nc1)N1CCCC1,5.7,29.1,-15.2,2.3,1.19,-3.7,-1.4,-18.5,1.15
O=c1oc2c(CN3CCCCC3)c(O)ccc2c2c1CCCC2,2.4,22.6,-7.8,-29.5,0.898,-0.4,0.1,10.2,1.08
C/C(Cl)=C\Cn1c(N2CCCC2)nc2c1c(=O)[nH]c(=O)n2C,-4.6,12.4,-1.4,0.9,1.01,-15.4,3.9,-1.1,1.01
C[C@H](CO)N1C[C@H](C)[C@@H](CN(C)S(=O)(=O)c2ccccc2)Oc2ccc(NC(=O)Nc3ccccc3)cc2C1=O,-1.6,3.2,-215.6,-0.4,0.957,0.4,3.1,4.3,3.16*
Cc1ccc(C)c(OCC(=O)NNC(=O)C2CCC2)c1,2.9,6.0,4.7,3.7,1.06,0.3,-0.9,-6.0,0.953
Cc1cc(C)c2c(c1)C1(OCCO1)C(=O)N2,1.1,18.8,-3.7,-1.6,1.1,1.4,-2.1,-10.0,1.04
Cc1ccc(C(=O)NNC(=S)Nc2cccc(Cl)c2Cl)cc1[N+](=O)[O-],-6.0,14.3,4.7,-0.3,1.21,-3.9,2.2,-20.7,0.953
CC1(C2CC2)NC(=O)N(CC(=O)N2CCN(c3cccc(C(F)(F)F)c3)CC2)C1=O (stereo not given),-1.6,14.3,3.7,0.4,1.05,7.9,-3.9,-4.8,0.963
Cn1nc(C(=O)NCCOc2ccccc2)c2ccccc2c1=O,-2.3,6.9,1.0,2.3,1.07,1.4,-0.2,-6.7,0.99
Cc1ccc2nc(N(CCCN(C)C)C(=O)COc3ccc(Cl)cc3)sc2c1,-6.2,14.2,4.4,3.0,1.2,0.9,-3.1,-20.4,0.956
O=C(CSc1nc(C2CCCCC2)n(-c2ccccc2)n1)NCCN1C(=O)CSC1=O,3.4,-5.0,-5.1,2.1,0.911,5.2,-3.5,8.9,1.05
O=C(CCc1ccccc1)NN1C(=O)C2C3C=CC(O3)C2C1=O (stereo not given),-9.5,21.9,3.3,3.1,0.982,-0.3,0.5,1.8,0.967
CCOC(=O)C1CCCN(c2ncnc3c2cnn3-c2cccc(C)c2)C1 (stereo not given),-6.7,1.0,-6.8,-0.1,0.929,-1.0,-2.9,7.1,1.07
CCOC(=O)c1ccc(-c2c(C)cc3oc(=O)cc(-c4ccccc4)c3c2C)cc1,84.0*,.,5.3,2.8,.,3.5,.,.,0.947
COc1cccc(C(=O)NNC(=O)/C=C/c2ccccc2)c1,-8.4,21.6,10.5,-0.8,1.36,-1.9,-3.0,-36.2,0.895

# Some of the entries so far, as labelled records.
CCN(Cc1ccncc1)C(=O)c1cccs1
  A3G deaminase: 4.3 | NALP3 yeast inh: 12.1 | mIAP inh: -2.5 | SENP1 FRET inh: -2.5 | hIAP activ: 0.969 | APOBEC3A inh: 7.9 | MIN6 prolif: -1.8 | hIAP block: 3.1 | mIAP activ: 1.02
O=S(=O)(c1ccc(SCc2ccccc2F)nc1)N1CCCC1
  A3G deaminase: 5.7 | NALP3 yeast inh: 29.1 | mIAP inh: -15.2 | SENP1 FRET inh: 2.3 | hIAP activ: 1.19 | APOBEC3A inh: -3.7 | MIN6 prolif: -1.4 | hIAP block: -18.5 | mIAP activ: 1.15
O=c1oc2c(CN3CCCCC3)c(O)ccc2c2c1CCCC2
  A3G deaminase: 2.4 | NALP3 yeast inh: 22.6 | mIAP inh: -7.8 | SENP1 FRET inh: -29.5 | hIAP activ: 0.898 | APOBEC3A inh: -0.4 | MIN6 prolif: 0.1 | hIAP block: 10.2 | mIAP activ: 1.08

# The list continues.
SMILES,A3G deaminase,NALP3 yeast inh,mIAP inh,SENP1 FRET inh,hIAP activ,APOBEC3A inh,MIN6 prolif,hIAP block,mIAP activ
CCOc1ccc(/C=N/OCC(=O)NCc2cccs2)cc1,-6.9,-54.7,-0.2,-0.3,1.1,-2.4,0.3,-10.2,1
CC(C)(C)C(=O)CN1C(=O)NC2(CCOc3ccccc32)C1=O (stereo not given),-8.7,10.3,6.5,-6.2,0.803,1.1,6.7,19.7,0.935
CC(C)CNC(=S)NC(=O)c1ccc(Cl)cc1Cl,-7.8,-65.9,12.9,1.8,0.897,-4.4,-1.4,10.3,0.871
O=C(O)c1oc2ccccc2c1CN1CCN(c2ccccc2)CC1,3.6,2.1,-3.9,0.3,0.918,3.5,-2.0,8.2,1.04
CCOc1ccc(C(=O)Cc2cc(OC)c(OC)cc2[N+](=O)[O-])cc1,3.0,14.1,-2.3,1.1,0.895,0.1,1.2,10.5,1.02
CCOc1ccccc1-n1c(SCC(N)=O)nnc1-c1ccco1,-6.8,5.6,5.3,-0.3,1.05,-4.2,-3.3,-5.3,0.947
CCCCNS(=O)(=O)c1ccc2nc(-c3cccnc3)cc(C(=O)NC(C)CC)c2c1 (stereo not given),1.2,5.7,1.6,-2.8,1.08,2.0,-3.2,-7.8,0.984
Cc1c(OC(C)C(=O)NCCCN2CCOCC2)ccc2c3c(c(=O)oc12)CCCC3 (stereo not given),-3.7,8.5,1.1,-6.3,1.1,-3.5,-2.6,-10.4,0.989
CC1CC(C)CN(C(=O)CCNC(=O)Cn2cnc3ccccc3c2=O)C1 (stereo not given),-4.3,8.9,-3.0,0.5,1.23,-3.4,-1.9,-23.2,1.03
COc1ccc(S(=O)(=O)N2CCCCCC2)cc1NC(=O)c1ccccc1S(C)(=O)=O,-4.4,12.1,-4.0,-1.7,0.913,15.6,4.1,8.7,1.04
COc1ccc(NC(=O)COC(=O)[C@@H](NC(=O)c2c(F)cccc2F)C(C)C)cc1,-5.0,9.5,-3.4,0.0,0.927,-1.3,-1.7,7.3,1.03
O=C(Cc1ccc(Br)cc1)N(Cc1ccccc1)c1ccccn1,-1.0,4.6,2.0,-1.1,0.952,-0.1,-1.3,4.8,0.98
Cc1ccc(NC(=O)c2ccc(C)cc2)cc1,-7.7,25.7,-8.6,1.4,0.975,-1.6,-6.5,2.5,1.09
NS(=O)(=O)c1ccc(Nc2nc(-c3ccccc3)cs2)cc1,-6.9,3.1,-10.0,2.2,1.04,-3.6,-3.8,-3.8,1.1
Cc1cc(Sc2nc(NC(C)(C)C)nc(N3CCOCC3)n2)nc(Cl)n1,0.2,18.0,5.1,2.3,1.03,-0.5,2.5,-2.6,0.949
Cc1ccc(CCNC(=O)CS(=O)Cc2nc(-c3ccccc3Cl)oc2C)cc1 (stereo not given),0.0,6.9,2.8,-1.2,1.02,-0.8,1.0,-2.3,0.972
COc1ccccc1CCc1nnc(CCC(=O)NC(C)Cc2cccnc2)o1 (stereo not given),-7.8,1.1,2.1,-0.1,1.18,0.2,0.7,-17.9,0.979
OC(CN1CCOCC1)(c1ccccc1)c1ccccn1 (stereo not given),-10.0,6.4,-3.7,1.5,1.1,-4.7,-1.8,-10.0,1.04
Cn1cnnc1SCC(=O)Nc1ccc(F)cc1F,-4.7,3.6,5.9,-0.5,0.979,-1.1,0.4,2.1,0.941
Cc1ccc(C(C)(O)CS(=O)(=O)Cc2ccccc2)cc1 (stereo not given),-1.4,3.4,-0.8,1.3,1.03,0.0,2.9,-3.4,1.01
CCOC(=O)C1=C(C)NC(=NC)SC1c1ccccc1 (stereo not given),-9.8,-6.7,-3.6,2.7,1.19,-3.7,-0.4,-19.3,1.04
Cc1ccc(NC(=O)COC(=O)c2c(-c3ccccc3)noc2C)c(C)c1,12.2,18.2,-13.6,1.0,1.03,3.8,-2.7,-2.6,1.14
Cc1ncoc1C(=O)N1CCCC(C(=O)c2cccc3ccccc23)C1 (stereo not given),-1.7,4.1,11.7,2.4,1.01,1.0,-3.5,-0.7,0.883
Cc1ccc(-c2noc(C3CCCN(C(=O)c4ccc(Cl)cc4)C3)n2)o1 (stereo not given),-3.9,25.5,1.3,1.1,0.965,1.3,-1.2,3.5,0.987
Cc1nn2c(-n3ccnc3C)c3c(nc2c1-c1ccccc1)CCC3,-3.9,4.4,4.5,0.0,0.98,3.6,-1.6,2.0,0.955
SMILES,A3G deaminase,NALP3 yeast inh,mIAP inh,SENP1 FRET inh,hIAP activ,APOBEC3A inh,MIN6 prolif,hIAP block,mIAP activ
COc1ccc(C2Nc3ccccc3C(=O)N2NC(C)=O)cc1OC (stereo not given),-2.7,12.4,-14.7,-5.4,1.1,-2.3,-3.1,-10.1,1.15
CCOc1ccc(N2Nc3n[nH]c(N)c3N2)cc1,-2.0,9.5,-3.6,2.5,1.09,-1.7,-1.0,-9.0,1.04
CCc1ccc(CNC(=O)c2ccc(OC)c(OC3CCN(C(C)C)CC3)c2)nc1,-9.3,17.4,-2.2,-4.4,1.14,-1.3,-0.9,-14.4,1.02
Cc1ccc(N2CCN(CC(O)COc3cccc(C)c3)CC2)cc1 (stereo not given),-2.6,24.5,3.9,1.9,1.04,7.4,-2.5,-4.5,0.961
CN1CCN(c2ccc(NC(=O)c3cccc(OCc4ccccc4)c3)cc2)CC1,-11.3,50.0*,-3.0,0.2,1.09,-8.6,-3.6,-8.6,1.03
COc1cc(/C=N/Nc2ccc(C)cc2)cc(Br)c1O,-0.6,7.8,2.5,-12.2,0.923,1.7,-3.7,7.7,0.975
